Screens (PubChem BioAssay)
PLAP inhibition – inhibition of human placental alkaline phosphatase – biochemical, luminescence, HTS (AID 690) | inhibition, % at 20 µM; hits with a dose series show IC50 in µM | 96,000 compounds, 0.08% hits | purified PLAP, luminescent substrate; higher % means a stronger effect; in the data active = a potency from the dose series; inactive = the rest, 99 in 100 with inhibition below about 30%; note: strong numbers were not always called active
NFkB transloc pot – enhances IL-1B driven NFkB nuclear translocation; HUVEC IL-1B NFkB p65 nuclear translocation imaging; AID 819; 94,000 compounds, 0.3% hits; activation, % at 2 µM;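 active = activation above 40%, about the mean plus 3 SD, also judged a hit on visual image review; inconclusive = activation above 40% but not a hit on visual review; inactive = activation not above 40% and no visual hit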;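 note: percent activation is computed from the nuclear over cytoplasmic p65 intensity ratio; values of inactives mirror those of a sister screen read the other way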
Bcl-B TR3 displacers – displacers of TR3 peptide from Bcl-B, primary screen, selectivity assay for Bfl-1 inhibitor project, biochemical, fluorescence polarization; 96,000 compounds, 0.11% hits; AID 748; displacement, % at 20 µM, or IC50 in µM where a hit was titrated; FP displacement of FITC-TR3 peptide from Bcl-B; higher % means a stronger effect;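 active = displacement above 50% at 20 µM plus a fluorescence interference ratio under 1.5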;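 note: plate controls were wells without compound for no effect and wells lacking Bcl-B protein for full effect; a part of the inactive calls stands beside numbers as strong as those of hits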
MRP resist rev – MRP-mediated drug resistance reversal | H69AR cells + 2 uM doxorubicin, CellTiter-Glo, 72 h | differential viability (reversal), % at 10 µM | 85,000 compounds, 0.04% hits | AID 602;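 active = viability drop by adding the cancer drug above about 55%, with treated viability meeting a 40% cutoff, limit read from the data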;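 note: viability without doxorubicin minus viability with 2 µM doxorubicin for each compound; larger differential means the compound sensitizes cells more to doxorubicin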
NFkB transloc inh – blocks IL-1B driven NFkB nuclear translocation in HUVEC cells. HUVEC IL-1B NFkB p65 nuclear translocation imaging. inhibition, % at 2 µM. 94,000 compounds, 0.43% hits;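 active = inhibition above about 30% together with a positive call from visual inspection of the well image, limit read from the data; inconclusive = inhibition above a set limit but visual check negative; inactive = inhibition not above a set limit, visual check negative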;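 note: nuclear over cytoplasmic p65 intensity ratio measured by imaging; 0% = IL-1B stimulated DMSO wells and 100% = unstimulated DMSO wells; values of inactives mirror those of a sister screen read the other way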
MRP resist rev cytotoxicity – second read-out of MRP resist rev, no call of its own (marks repeat the call); viability, %; H69AR cells, CellTiter-Glo, 72 h; measured here: cytotoxicity without doxorubicin
MRP resist rev with doxorubicin – recorded beside MRP resist rev, whose call it bears; viability, %; measured here: viability with 2 uM doxorubicin; active compounds read low
NFkB transloc inh cell count 2 µM – further read-out of NFkB transloc inh, marked with its call; cell count; measured here: cells passing quality filter;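 raw number of nuclei counted in each imaged well without normalization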
NFkB transloc pot cell count 2 µM – recorded beside NFkB transloc pot, whose call it bears; cell count; measured here: cells passing quality filter
The depositor's hits bear a star; ? = inconclusive; · = no result given. This is a subset (hit frequency here may not be typical).

SMILES	NFkB transloc inh	MRP resist rev	Bcl-B TR3 displacers	NFkB transloc pot cell count 2 µM	MRP resist rev with doxorubicin	NFkB transloc inh cell count 2 µM	PLAP inhibition	NFkB transloc pot	MRP resist rev cytotoxicity
CCc1ccc(CN(C)CCc2ccccn2)cc1	-18	1	12%	160	77	160	-34%	18	78
COc1ccc(CCNC(=O)C2(C)CCC(=O)N2CCC(C)C)cc1OC (configuration not stated)	14	·	·	58	·	58	·	-14	·
CC(=O)c1cn(CC(=O)NCC2CCCO2)c2ccccc12 (configuration not stated)	5	-8	5%	113	108	113	22%	-5	101
CCC(=O)NCCc1nc2ccccc2n1CC	3	6	6%	49	89	49	0%	-3	96
O=C(CN1CCN(Cc2ccccc2)C1=O)NCc1cccs1	-15	4	16%	183	85	183	14%	15	89
CCc1c(O)nc(SCC(=O)Nc2ccc3c(c2)CCC3)[nH]c1=O	-2	7	1%	109	91	109	8%	2	98
O=C(OCc1ccc(Cl)cc1)c1cnccn1	-9	-14	0%	152	84	152	-7%	9	71
Cc1[nH]nc(-c2ccc(OCc3cnn(-c4ccccc4)c3)cc2O)c1Oc1ccccc1F	17	·	4%	120	·	120	1%	-17	·
CCOc1ccc(N(CCC#N)S(=O)(=O)c2ccc(OC)cc2)cc1	0	-37	7%	171	58	171	7%	0	21
O=c1c2[nH]c3ccccc3c2ncn1Cc1ccncc1	-6	8	-7%	192	79	192	-2%	6	87
c1ccc(Oc2cccc(CN3CCOCC3)c2)cc1	-36	-2	-5%	72	98	72	-22%	36	96
COc1cc(OC)cc(C(=O)N2CCN(C(=O)COc3ccc4ccccc4c3)CC2)c1	3	-33	7%	111	73	111	-60%	-3	41
Cc1ccc(SCC(=O)Nc2ncc(C)s2)cc1	-76	3	10%	·	91	81	-10%	?	95
CN=C1SC(CC(=O)Nc2cccc(Cl)c2Cl)C(=O)N1C (configuration not stated)	-7	7	-5%	115	85	115	4%	7	93
CCCCOC(=O)NCN1C(=O)C2C3C=CC(C3)C2C1=O (configuration not stated)	-5	·	-3%	124	·	124	9%	5	·
COc1ccc(NC(=O)CSc2nccn2-c2ccccc2)cc1	-6	-7	-14%	130	104	130	14%	6	97
CC(C)(C)c1n[nH]c(=S)n(N)c1=O	8	19	2%	116	77	116	-40%	-8	96
COc1ccc2c(CC(=O)N3CCN(S(=O)(=O)c4cccs4)CC3)coc2c1	2	-3	1%	102	93	102	-21%	-2	89
CCC(CC)c1nc2cc(OC)c(OC)cc2c(=O)o1	·	-32	1%	·	121	·	-40%	·	89
CCCOc1ccc(N2C(=O)CC(NCc3ccncc3)C2=O)cc1 (configuration not stated)	-2	-10	-6%	169	97	169	-26%	2	86
CCOC(=O)c1c(-c2ccc(C)o2)csc1NC(=S)NC(=O)N(C)C	1	·	6%	154	·	154	-28%	-1	·
CCOC(=O)c1cnc(SCC(=O)Nc2nc(C)c(C)s2)nc1N	14	8	-6%	126	74	126	21%	-15	82
CN=c1scc(C)n1/N=C/c1ccc(O)c(O)c1O	6	-21	20%	70	106	70	-69%	-6	86
c1csc(CNc2ncnc3sccc23)c1	-4	-11	·	127	93	127	·	4	82
Cc1cc(SCCOc2ccc(Br)cc2)nc(N)n1	17	12	-14%	168	85	168	2%	-17	98
CCN(CC)S(=O)(=O)c1cccc(C(=O)N2CC(O)CC2C(=O)OC)c1 (configuration not stated)	5	-8	7%	129	99	129	1%	-5	91
CCOC(=O)C1=C(CSc2nc(CC)c(C)cc2C#N)OC(N)=C(C#N)C1c1ccc(OC)cc1 (configuration not stated)	8	10	·	91	31	91	·	-8	42

Exported with values under each structure: entries from further up.
Fields: NFkB transloc inh	MRP resist rev	Bcl-B TR3 displacers	NFkB transloc pot cell count 2 µM	MRP resist rev with doxorubicin	NFkB transloc inh cell count 2 µM	PLAP inhibition	NFkB transloc pot	MRP resist rev cytotoxicity
Cc1ccc(SCC(=O)Nc2ncc(C)s2)cc1
  -76	3	10%	·	91	81	-10%	?	95
CN=C1SC(CC(=O)Nc2cccc(Cl)c2Cl)C(=O)N1C (configuration not stated)
  -7	7	-5%	115	85	115	4%	7	93
CCCCOC(=O)NCN1C(=O)C2C3C=CC(C3)C2C1=O (configuration not stated)
  -5	·	-3%	124	·	124	9%	5	·
COc1ccc(NC(=O)CSc2nccn2-c2ccccc2)cc1
  -6	-7	-14%	130	104	130	14%	6	97
CC(C)(C)c1n[nH]c(=S)n(N)c1=O
  8	19	2%	116	77	116	-40%	-8	96
COc1ccc2c(CC(=O)N3CCN(S(=O)(=O)c4cccs4)CC3)coc2c1
  2	-3	1%	102	93	102	-21%	-2	89
CCC(CC)c1nc2cc(OC)c(OC)cc2c(=O)o1
  ·	-32	1%	·	121	·	-40%	·	89
CCCOc1ccc(N2C(=O)CC(NCc3ccncc3)C2=O)cc1 (configuration not stated)
  -2	-10	-6%	169	97	169	-26%	2	86
CCOC(=O)c1c(-c2ccc(C)o2)csc1NC(=S)NC(=O)N(C)C
  1	·	6%	154	·	154	-28%	-1	·
CCOC(=O)c1cnc(SCC(=O)Nc2nc(C)c(C)s2)nc1N
  14	8	-6%	126	74	126	21%	-15	82
CN=c1scc(C)n1/N=C/c1ccc(O)c(O)c1O
  6	-21	20%	70	106	70	-69%	-6	86
c1csc(CNc2ncnc3sccc23)c1
  -4	-11	·	127	93	127	·	4	82
Cc1cc(SCCOc2ccc(Br)cc2)nc(N)n1
  17	12	-14%	168	85	168	2%	-17	98
CCN(CC)S(=O)(=O)c1cccc(C(=O)N2CC(O)CC2C(=O)OC)c1 (configuration not stated)
  5	-8	7%	129	99	129	1%	-5	91
CCOC(=O)C1=C(CSc2nc(CC)c(C)cc2C#N)OC(N)=C(C#N)C1c1ccc(OC)cc1 (configuration not stated)
  8	10	·	91	31	91	·	-8	42
